# BRCA1 expr act: qHTS Assay to Identify Small Molecule Activators of BRCA1 Expression. 380,000 compounds, 1.1% hits. MCF7-BRCA1-FFLuc reporter, luminescence, 48 h; response scale: scaled: vehicle 0%, 10 µM genistein 100%. Potency, µM (top dose mostly 46.1 µM), inactives show at the top dose activation, usual class: activators; active = well fitted activation curve with a large enough effect; inconclusive = small, poorly fitted or top-dose-only effect; inactive = no such curve, though single readings can be large or run the other way; note: nearly all actives have a fitted effect of over 80% in size; some results filed as inactive show a strong effect at the top dose
#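 MCF7-BRCA1-FFLuc, 2000 cells/well; 2 h attach, 37 °C/5% CO2; compound 48 h; luciferase substrate 15 min; luminescence end-point. Norm. to genistein 10 microM max activation and DMSO; concentration-response curves fitted.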
# Numbers without * were called inactive; ? = inconclusive. Potency is the fitted concentration of half-maximal effect. A portion of the library; rates above refer to the full screens.
BRCA1 expr act	molecule
15.6%	COc1ccccc1-c1cnc2c(c1)C(=O)N([C@@H](C)CO)C[C@@H](C)[C@H](CN(C)C(=O)c1cccnc1)O2
-57.3%	C[C@@H]1CN([C@H](C)CO)S(=O)(=O)c2ccc(Br)cc2O[C@@H]1CN(C)Cc1ccc(-c2ccccc2)cc1
-70.0%	C[C@@H]1CN([C@H](C)CO)S(=O)(=O)c2ccc(C#Cc3ccccc3F)cc2O[C@@H]1CN(C)C(=O)Cc1ccccc1
6.2%	C[C@H]1NS(=O)(=O)c2cc(Cl)ccc2O[C@@H]1c1ccccc1
0.0%	C=CCN(CC=C)C(=O)C1c2ccccc2Oc2ccccc21
-1.9%	Cn1nnnc1NN=Cc1ccccc1
-21.4%	COc1ccc(S(=O)(=O)N(C)C[C@@H]2Oc3cc(C#CC4CCCCC4)ccc3S(=O)(=O)N([C@@H](C)CO)C[C@@H]2C)cc1
14.0%	O=C(O)c1ccc(-c2cccc(-c3nn4c(=O)cc(N5CCNCC5)nc4s3)c2)cc1
2.7%	Cc1c(Cl)cccc1N1C(=O)CC(Sc2ccccc2N)C1=O (stereo not drawn)
-2.2%	O=C(C[n+]1cccc(Br)c1)c1cc(Cl)ccc1Cl
-8.1%	COc1ccc(-c2csc(C(NC(C)=O)c3cccc(OC)c3)n2)cc1 (stereo not drawn)
5.9%	C[C@H](CO)N1C[C@H](C)[C@@H](CN(C)S(=O)(=O)c2cn(C)cn2)Oc2cc(Br)ccc2S1(=O)=O
2.3%	CCN(CC)CCN1CCN(c2cncc(-c3cccc(N)c3)n2)CC1
-47.7%	COc1ccccc1Cc1c(-c2ccc(C#N)cc2)nc2c3ccccc3ccn12
8.8%	CCOC(=O)[C@]12CCC=C1N(CCC1=CCCCC1)C(=O)[C@H](CC(=O)NCc1ccccc1)C2
-13.5%	CCCCN(C=O)c1c(CC)nc2c(OCCOc3ccccc3)cccn12
8.1%	COc1ccccc1NC(=O)N(C)C[C@@H]1OCc2cnnn2CCCC(=O)N([C@H](C)CO)C[C@H]1C
17.4%	CNc1ccc(-c2ccccc2OC)cn1
-48.5%	CCc1nc2c(OCCC3CCCCC3)cccn2c1N(C)C(=O)COc1ccccc1
0.0%	CCOC(=O)[C@]12CCC=C1N(CCC1=CCCCC1)C(=O)[C@H](CC(=O)NCc1cccc3ccccc13)C2
-6.4%	CCc1ccc(NC(=O)CSc2nnc(-c3ccc(N)cc3)n2C)cc1
1.1%	CCC(=O)N1CCCC(C)(C(=O)NS(=O)(=O)c2ccccc2Cl)C1 (stereo not drawn)
-39.3%	CCc1nc2c(OCC=C(C)C)cccn2c1N(C)C(=O)c1ccc(OC)cc1
-2.2%	CSc1ccc(CN2CCC(C)(Oc3ccc(C(C)=O)cc3)C2)cc1 (stereo not drawn)
-24.9%	CC(=O)c1nn(-c2ccccc2)c(=Nc2ccccc2)cc1C

BRCA1 expr act	molecule
0.0%	COc1cc2nc(N3CCCN(C)CC3)nc(N3CCN(C)CC3)c2cc1OC
7.5%	COc1ccc(CCN2C(=O)CCC2(C)c2nnnn2-c2ccc3c(c2)OCCO3)cc1OC (stereo not drawn)
-3.1%	CCS(=O)(=O)N1Cc2cc(C(=O)NCCOC)nc(-c3cccc(-c4ccncc4)c3)c2[C@@H]1CCO
?	CN(C)c1ccc(/C=C2\C=Cc3ccccc32)cc1F
41.0%	Cc1ccc(Cc2c(-c3ccc(F)cc3)nc3cc(C)ccn23)cc1
0.0%	CCOC(=O)C1CCCN(C(=O)c2cc(F)ccc2C)CC1 (stereo not drawn)
0.0%	CN(C)/[N+]([O-])=N/Oc1ccc([N+](=O)[O-])cn1
-25.9%	Cc1cc(C)c2c(=O)n3c(nc2c1)C(Cc1ccccc1)NC(=O)c1cccnc1-3 (stereo not drawn)
0.3%	CCOC(=O)c1ccccc1NC(=O)COC(=O)C(CC)Oc1ccccc1 (stereo not drawn)
-31.9%	COCCNc1ncnc2c1ncn2[C@H]1CN(Cc2ccc(-c3ccccc3)cc2)C[C@@H](CO)O1
59.9%	c1ccc(Cn2nnc3c(NCC4CC4)ncnc32)cc1
-6.5%	O[C@H]1C[C@H](c2ccccc2)N(CC2CCCCC2)C[C@@H]1n1cc(-c2ccc(F)cc2)nn1
-1.0%	CCCCN1C(=O)C(CC(=O)NCC2CCCCC2)CC(C(=O)N(C(C)C)C(C)C)=C1C (stereo not drawn)
-2.2%	Cc1ccc(S(=O)(=O)N2[C@H](c3ccccc3)CC(=O)[C@@H]3CN(S(=O)(=O)c4ccccc4)[C@H](c4ccccc4)C[C@@H]32)cc1
-59.7%	COc1ccccc1S(=O)(=O)N(C)C[C@H]1Oc2cc(C#CCC3CCCC3)ccc2S(=O)(=O)N([C@H](C)CO)C[C@H]1C
3.1%	C[C@@H]1CN([C@@H](C)CO)C(=O)CCCn2nncc2CO[C@@H]1CN(C)C(=O)NC1CCCCC1
9.0%	Cc1ccccc1-n1c(C)nnc1SC(C)C(=O)NCc1ccco1 (stereo not drawn)
37.3%	COC(=O)c1sccc1S(=O)(=O)Nc1ccc(C(O)(C(F)(F)F)C(F)(F)F)cc1
0.0%	CS(=O)(=O)c1ccc(NC(=O)COc2ccccc2C(=O)Nc2ccccc2)cc1
-8.2%	COC(=O)c1ccccc1S(=O)(=O)N1CCC(C(=O)NCc2ccccn2)CC1
-1.3%	COc1ccccc1C(=O)NCCN1CCC(n2c(=O)[nH]c3ccccc32)CC1
-23.7%	CCCCCCNc1ccc(/C=C/c2ccnc3ccccc23)cc1
67.5%	OC(c1cccc(F)c1)c1ncc(-c2ccc3ccccc3c2)[nH]1 (stereo not drawn)
14.2%	CC1=C(C(=O)N2CCOCC2)CC(CC(=O)NCCN2CCOCC2)C(=O)N1Cc1ccc(F)cc1 (stereo not drawn)
-56.1%	O=C1[C@H]2[C@@H](c3ccccc3)N[C@]3(CCCN(Cc4ccc(C(F)(F)F)cc4)C3=O)[C@H]2C(=O)N1Cc1ccccc1

BRCA1 expr act	molecule
-20.0%	COc1ccc(S(=O)(=O)N2CCOC2CNC(=O)C(=O)NCCCN2CCCC2=O)cc1OC (stereo not drawn)
-28.1%	CCOc1ccc(NS(=O)(=O)c2ccc(C(=O)NCC(c3ccco3)N3CCCCC3)cc2)cc1 (stereo not drawn)
-31.1%	CC(=O)NC(c1cccc(F)c1)c1nc(-c2cnc3ccccc3c2)cs1 (stereo not drawn)
-1.8%	O=C(Nc1ccc(Br)cn1)c1cnn2c1NC(=C1CC1)C=C2C(F)F
0.0%	CC(=O)Nc1ccc(-c2ccnc3c2CC(C(=O)Nc2ccc(C(C)C)cc2)O3)cc1 (stereo not drawn)
1.7%	CCc1nc2cc(NC(=O)C3(C)CCCN(C(C)C)C3)ccc2o1 (stereo not drawn)
6.8%	O=CNc1cc(-c2ccc(C(=O)N3CCOCC3)cc2)cn2c(-c3ccc(F)cc3)cnc12
-7.6%	Cc1cn([C@H]2C[C@H](O)[C@@H](CNCc3cccc(OC4CCCC4)c3)O2)c(=O)[nH]c1=O
-62.8%	CCCCCCn1c(=O)n2n(c1=O)[C@@H]1CN(S(=O)(=O)c3ccc(C)cc3)C[C@]1(O)[C@@H](OC(=O)NCc1ccccc1)C2
7.2%	Cc1cn([C@H]2C[C@H](O)[C@@H](CCC(=O)NCC(c3ccccc3)c3ccccc3)O2)c(=O)[nH]c1=O
2.8%	C[C@@H]1CN([C@@H](C)CO)C(=O)CCCn2nncc2CO[C@H]1CN(C)S(=O)(=O)c1ccc2c(c1)OCCCO2
8.9%	CCc1nc2ccc(C(=O)N(C)Cc3ccco3)cn2c1N(C)Cc1ccc(OC)cc1
5.5%	O=C(NCc1cccs1)c1csc([C@H]2C[C@H](O)[C@@H](CO)O2)n1
5.4%	COc1ccc(NC(=O)C2(C)CCN2CCOc2ccccc2)cc1OC (stereo not drawn)
14.6%	COC(=O)[C@@]1(C(C)C)N=C(c2cc(OC)c(OC)c(OC)c2)[C@]2(O1)C(=O)N(Cc1ccc(OC)cc1)c1ccc(Br)cc12
16.4%	CCOc1ccc(-c2ccc(C3=CC(=O)C[C@H](c4ccc(F)cc4)C3)cc2)cc1
3.0%	COc1cccc(-c2cc(N3CCN(C(=O)c4ccoc4)CC3)n3nc(-c4cccc(Cl)c4)cc3n2)c1
20.3%	O=C(CC[C@H]1O[C@@H](n2ccc(=O)[nH]c2=O)[C@H](O)[C@@H]1O)NCCCc1ccccc1
-26.0%	O=C(Nc1ccc(OC(F)(F)F)cc1)c1cc(S(=O)(=O)N2CCCCC2)ccc1N1CCOCC1
-15.5%	COc1ccc(-c2ccc3[nH]c4c(c3c2)CCN2C(=O)[C@@H]([C@H](C)O)[C@@H](N(C)C(=O)Nc3ccc(F)cc3)C[C@@H]42)cc1
4.6%	CCOc1ccccc1-c1cncc(NC)n1
-3.6%	CSc1ccc(-c2cc3c(c4c2ccn4C)C2CCC3C2)cc1 (stereo not drawn)
1.0%	NC(=O)/C(=C\c1ccco1)NC(=O)c1ccco1
-32.2%	COc1cc(Nc2ccn3nc(-c4ccccc4Cl)cc3n2)cc(OC)c1OC
-2.0%	CCCNC(=O)C1(C)CCN1C(=O)Cc1ccc(C(C)(C)C)cc1 (stereo not drawn)

BRCA1 expr act	molecule
-79.5%	c1ccc2nccnc2c1
19.5%	COc1ccc(CN2C(=O)C(CC(=O)NC3CCCCC3)CC(C(=O)N(C)C)=C2C)cc1 (stereo not drawn)
25.8%	O=[N+]([O-])c1ccc(S(=O)(=O)NCC(c2ccc3c(c2)OCO3)N2CCOCC2)cc1 (stereo not drawn)
15.4%	Nc1nc2c(ncn2[C@@H]2O[C@H](CNCc3ccc(Oc4cc(-n5cccn5)ncn4)cc3)[C@@H](O)[C@H]2O)c(=O)[nH]1
0.0%	COCCNC(=O)C1(C)CCN(C(=O)c2ccc(F)c(C)c2)C1 (stereo not drawn)
22.2%	CCCN(C)C1CN(Cc2cn(Cc3cccc(Cl)c3)nn2)S(=O)(=O)C1 (stereo not drawn)
-3.3%	COc1ccc(-n2c(=O)c3c4c(sc3n(CC(=O)NCC3CCCO3)c2=O)CN(C(C)=O)CC4)cc1OC (stereo not drawn)
-0.1%	CC1(C)Cc2cccc(OC(=O)NCCc3ccc(F)cc3)c2O1
-22.3%	COc1cc(C(=S)N2CCOCC2)cc(OC)c1OC(=O)c1ccccc1Cl
14.3%	OC[C@@H]1CN(Cc2ccccc2)C[C@H](n2cnc3c(N4CCOCC4)ncnc32)O1
16.7%	COCCNC(=O)C1(C)CCCN(Cc2cc(-c3ccccc3)on2)C1 (stereo not drawn)
4.0%	C[C@@H]1CN([C@H](C)CO)S(=O)(=O)c2ccc(Br)cc2O[C@@H]1CN(C)Cc1ccc(C(=O)O)cc1
?	CS(=O)(=O)N1CCCCC1c1cc(C(=O)Nc2ccccc2)no1 (stereo not drawn)
-8.3%	C=C(C)Cn1c2ccc(NC(=O)CCc3cccnc3)cc2c(=O)n1C
-16.7%	CCCCn1nnnc1C(c1cc2ccccc2o1)N(C)Cc1ccc(Cl)c(Cl)c1 (stereo not drawn)
-14.6%	COc1ccc(-c2cc(C(=O)NCc3cccc(C(F)(F)F)c3)[nH]n2)c(C)c1
47.8%	NC(=O)c1ccc(NCCc2cccs2)cc1
7.1%	OCc1nc2ccccc2[nH]1
43.7%	Cc1ccc2c(Cl)c(C(=O)NCCCN3CCOCC3)sc2c1
-0.5%	COc1ccc([N+](=O)[O-])cc1N(CC(O)CN1C(=O)NC(C)(C)C1=O)S(=O)(=O)c1ccc(C)cc1 (stereo not drawn)
-3.1%	COc1cccc(NC(=O)C2(C)CCCN2C(=O)C(C)C)c1OC (stereo not drawn)
-9.6%	COC(=O)[C@]12CCCCC=C1N(Cc1ccc(Cl)cc1Cl)C(=O)[C@H](CC(=O)N1CCSCC1)C2
-29.8%	O=[N+]([O-])c1ccc(C=NN2CCNC2=S)o1
-5.7%	COc1cccc(-c2nc(CN3CCN(C(=O)c4ccco4)CC3)c(C)o2)c1OC
2.9%	C#Cc1cccc(Nc2nc(NCc3ccccc3)nc3ccsc23)c1

# Structures listed so far containing a COOH group, in the order listed:
BRCA1 expr act	molecule
14.0%	O=C(O)c1ccc(-c2cccc(-c3nn4c(=O)cc(N5CCNCC5)nc4s3)c2)cc1
4.0%	C[C@@H]1CN([C@H](C)CO)S(=O)(=O)c2ccc(Br)cc2O[C@@H]1CN(C)Cc1ccc(C(=O)O)cc1

# Carrying on:
BRCA1 expr act	molecule
-9.5%	Cc1ccccc1-c1cnc2c(c1)C(=O)N([C@@H](C)CO)C[C@@H](C)[C@H](CN(C)Cc1ccccc1F)O2
?	COc1ccc(Cl)c(-c2cc(C(=O)Nc3ccccc3)[nH]n2)c1
0.0%	COc1cccc(-c2cnc(C(O)c3cc(F)cc(Cl)c3)[nH]2)c1 (stereo not drawn)
-18.4%	COc1ccc(-c2nc3c(Cl)cc(C(F)(F)F)cn3c2Cc2ccsc2)cc1OC
0.0%	CCCCNc1c(CCc2ccccc2)nc2nc(C)cc(C)n12
0.5%	O=C(CN1CCN(S(=O)(=O)c2ccc3c(c2)OCCCO3)CC1)N1CCc2ccccc21
-1.3%	CCN1CCN(c2oc(-c3ccc(OC)cc3)nc2C#N)CC1
-2.1%	Cc1nn(CC(=O)Nc2cccc(O)c2)c(=O)c2ccccc12

# An excerpt of these results, with bars between the fields:
structure | BRCA1 expr act
CCN1CCN(c2oc(-c3ccc(OC)cc3)nc2C#N)CC1 | -1.3%
COc1ccc(Cl)c(-c2cc(C(=O)Nc3ccccc3)[nH]n2)c1 | ?
O=C(CN1CCN(S(=O)(=O)c2ccc3c(c2)OCCCO3)CC1)N1CCc2ccccc21 | 0.5%
Cc1nn(CC(=O)Nc2cccc(O)c2)c(=O)c2ccccc12 | -2.1%
CCCCNc1c(CCc2ccccc2)nc2nc(C)cc(C)n12 | 0.0%
COc1cccc(-c2cnc(C(O)c3cc(F)cc(Cl)c3)[nH]2)c1 (stereo not drawn) | 0.0%
COc1ccc(-c2nc3c(Cl)cc(C(F)(F)F)cn3c2Cc2ccsc2)cc1OC | -18.4%

# High-throughput results: PubChem, National Center for Advancing Translational Sciences (NCATS)
